# Source: PubChem (Sanford-Burnham Center for Chemical Genomics)
# NR1D1 modulator: Rev-erb alpha (human) modulation | P20393 | Rev-erbα–FITC-DNA binding, fluorescence polarization, 90 min | activity, % at 10 µM | hit rate 0.79% among 370,000 | AID 1259318;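 active = activity above about 14%, limit read from the data; passing the limit was not always enough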;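 note: 0% = DMSO wells with 35 nM protein and 100% = DMSO wells with 750 nM protein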
# Target sequence (P20393 whole entry, looked up): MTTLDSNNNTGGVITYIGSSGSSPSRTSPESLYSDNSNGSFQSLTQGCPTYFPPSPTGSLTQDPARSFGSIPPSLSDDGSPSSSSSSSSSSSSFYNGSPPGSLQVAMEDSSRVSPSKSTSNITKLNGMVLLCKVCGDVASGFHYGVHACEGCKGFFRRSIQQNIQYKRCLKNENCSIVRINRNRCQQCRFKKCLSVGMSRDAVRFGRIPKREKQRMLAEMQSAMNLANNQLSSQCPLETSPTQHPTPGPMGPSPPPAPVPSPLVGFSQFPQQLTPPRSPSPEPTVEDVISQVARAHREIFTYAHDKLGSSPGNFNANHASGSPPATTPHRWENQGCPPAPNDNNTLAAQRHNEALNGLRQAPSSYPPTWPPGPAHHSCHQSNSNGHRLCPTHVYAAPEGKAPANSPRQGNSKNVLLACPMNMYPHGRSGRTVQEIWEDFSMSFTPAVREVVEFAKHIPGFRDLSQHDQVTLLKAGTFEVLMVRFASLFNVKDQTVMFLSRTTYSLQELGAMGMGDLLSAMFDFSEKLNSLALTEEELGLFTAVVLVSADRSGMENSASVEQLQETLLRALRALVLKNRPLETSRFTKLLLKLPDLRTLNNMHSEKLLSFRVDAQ
# * hit, by the source's call.
smiles,NR1D1 modulator
C=CCOc1ccccc1/C=c1\sc2nc(=O)c(C)nn2c1=O,-3.8
O=C(NCc1cccnc1)c1noc2c1CCCC2,-1.1
C=C(C)[C@@H]1CC=C(C)CC1,-3.4
Cc1ccc(S(=O)(=O)Oc2ccc(C(c3c(C)[nH][nH]c3=O)c3c(C)[nH][nH]c3=O)cc2)cc1,-1.2
O=C(c1ccc(Cl)c(S(=O)(=O)NCc2ccccc2)c1)N1CCN(c2ccccn2)CC1,9.8
O=C(NCCOc1ccccc1Cl)c1cc(F)c(F)cc1Cl,2.7
NC(=O)C1CSSCCC(=O)NC(CCCCN=C(N)N)C(=O)NCC(=O)NC(CC(=O)O)C(=O)NC(Cc2c[nH]c3ccccc23)C(=O)N2CCCC2C(=O)N1 (centres undefined),-0.8
Cc1nc2ccc(S(=O)(=O)Nc3ccccc3C)cc2s1,-4.7
COC(=O)Nc1ccc(S(=O)(=O)N(CCO)CCO)cc1,-2.9
N/C(=N\OC(=O)C(c1ccccc1)c1ccccc1)c1cccnc1,3.6
Cc1nc2c(sc3nc4c(cc32)COC(C)(C)C4)c(=O)n1CC(=O)NCc1ccco1,-3.5
CC(=O)Oc1cccc(O)c1,-2.2
O=C(OCCO)c1ccccc1O,13.1
COc1ccc(NC(=O)CSc2nc(O)cc(=O)n2-c2ccccc2OC)cc1,-1.7
CCCCCCCCCCCC(=O)N(CCO)CCO,2.9
O=C(N/N=C/c1cc(Cl)cc([N+](=O)[O-])c1O)c1cc(-c2ccccn2)nc2ccccc12,3.5
COCCn1c(-c2ccco2)csc1=Nc1cccnc1,-0.7
Nc1nc(=O)n([C@@H]2CS[C@@H](CO)O2)cc1F,0.3
Cc1ccc(S(=O)(=O)N(CC(=O)O)Cc2ccccc2)cc1,-0.3
COc1ccc(NC(=O)c2csc3c2CCCC3)cc1,6.0
CCOc1ccc2nc3cc(N)ccc3c(N)c2c1,-1.0
Cc1ccc(-c2nnn(CC(=O)N(c3ccccc3F)C(C(=O)NC3CCCC3)c3ccco3)n2)o1 (centres undefined),-2.6
CC1CCCCN1CCCOC(=O)c1ccccc1 (centres undefined),-8.8
C=CCOc1ccc(CC(=O)O)cc1Cl,8.2
C=CCc1c(C)nc(SCC(N)=O)[nH]c1=O,-3.4
CC1(C)[C@@H]2CC[C@@]1(C)C(=O)C2,4.7
CCn1c(CS(=O)Cc2ccc(Cl)cc2Cl)nnc1SCc1c(Cl)cccc1Cl (centres undefined),-5.1
CC(C)OC(=O)C(C(=O)OC(C)C)=C1SC=CS1,1.8
CCCC(C(=O)NC1CCCC1)N(C(=O)Cn1nnc(-c2ccc(C)o2)n1)C1CCCC1 (centres undefined),6.2
CCOc1ccc(NC(=O)CC(C)O)cc1 (centres undefined),-7.1
CCCOC(=O)c1c(NC(=O)/C=C/c2cnn(C)c2C)sc(C(=O)OC)c1C,-1.2
C1CCN(c2nc3nonc3nc2NCC2CCOCC2)CC1,-8.3
CC(C)c1ccc(NC(=O)N2CCC(c3nc4ccccc4o3)CC2)cc1,-1.3
COC(=O)NNC(=O)COc1ccc(Cl)cc1,-4.1
O=C(CSc1ncccc1-c1nc2ccccc2[nH]1)N1CCCCC1,5.3
CCCCC/C=C/CCC(=O)N[C@H]1[C@H](Oc2c3cc4cc2Oc2ccc(cc2Cl)[C@@H](O[C@@H]2O[C@H](CO)[C@@H](O)[C@H](O)[C@H]2NC(C)=O)[C@@H]2NC(=O)[C@H](NC(=O)[C@@H]4NC(=O)[C@H]4NC(=O)C(Cc5ccc(c(Cl)c5)O3)NC(=O)[C@H](N)c3ccc(O)c(c3)Oc3cc(O)cc4c3)c3ccc(O)c(c3)-c3c(O[C@@H]4O[C@H](CO)[C@@H](O)[C@H](O)[C@@H]4O)cc(O)cc3[C@@H](C(=O)O)NC2=O)O[C@H](CO)[C@@H](O)[C@@H]1O,-4.5
C[S+](C)CC[C@H](N)C(=O)O,-6.1
N=C(N)SCc1ncccc1O,-3.4
Cc1ccccc1NC(=O)c1ccc(F)c(S(=O)(=O)N2CCN(c3ccccn3)CC2)c1,-0.4
Cc1cc(C)n(Cc2cccc(F)c2)c(=O)c1C#N,0.4
CC1CCN(CC(=O)Nc2cccc([N+](=O)[O-])c2)CC1,-1.3
Cn1c(=O)c2cc(S(=O)(=O)NCCC(=O)NC3CCCCCCC3)ccc2n(C)c1=O,-1.7
NC(=O)c1ccc[n+]([C@@H]2O[C@H](COP(=O)([O-])OP(=O)(O)OC[C@H]3O[C@@H](n4cnc5c(N)ncnc54)[C@H](O)[C@@H]3O)[C@@H](O)[C@H]2O)c1,-2.8
COc1cc(NCc2ccc3nc(N)nc(N)c3c2C)cc(OC)c1OC,4.9
CCn1c(SCC(=O)Nc2oc(-c3ccccc3)c(-c3ccccc3)c2C#N)nnc1-c1cc(OC)cc(OC)c1,-16.4
Cc1ccc(Cn2ccc(NC(=O)c3cc(-c4ccc5c(c4)OCO5)on3)n2)cc1,14.6
CSCC[C@H](N)C(=O)O,-4.5
COc1cc2c(cc1OC)C(c1ccc3c(c1)OCO3)CC(=O)N2 (centres undefined),4.7
CN(C)c1ccc(NC(=O)CSc2nc3c(c(=O)[nH]2)CCCC3)cc1,-5.9
O=C(CNC(=O)c1ccc([N+](=O)[O-])cc1)c1ccccc1,3.5
CC(=O)Oc1ccc(C(=O)Nc2cc(C)ccc2NC(=O)COc2ccccc2)cc1,3.5
Cn1c(SCC(=O)N2CCN(S(=O)(=O)c3ccccc3)CC2)nc2ccccc21,1.3
Cc1onc(-c2c(F)cccc2Cl)c1C(=O)NCCc1ccc(S(N)(=O)=O)cc1,-3.7
CCCCCCCCCCCCCC(=O)OC(C)C,4.2
COc1ccc(CC(=O)Nc2ccc(-c3nnc(-c4ccccc4)o3)cc2)cc1OC,7.2
NC(=O)c1ccccc1NC(=O)CCc1ccccc1,-0.1
c1ccc(-n2ncc3c(NCc4ccccn4)ncnc32)cc1,-6.9
O=C(c1noc2c1CCCC2)N1CCN(Cc2ccccc2)CC1,3.1
COc1ccc(/C=N/NC(=O)c2ccc(C)cc2)cc1CN1CCN(c2ccc(F)cc2)CC1,-1.9
Oc1cc(O)cc(O)c1,6.3

# Ordered by count of non-hydrogen atoms (largest number first): three of the compounds above.
smiles,NR1D1 modulator
O=C(NCCOc1ccccc1Cl)c1cc(F)c(F)cc1Cl,2.7
CC1(C)[C@@H]2CC[C@@]1(C)C(=O)C2,4.7
C=C(C)[C@@H]1CC=C(C)CC1,-3.4

# Structural class, the compounds so far with a cyano group
smiles,NR1D1 modulator
Cc1cc(C)n(Cc2cccc(F)c2)c(=O)c1C#N,0.4
CCn1c(SCC(=O)Nc2oc(-c3ccccc3)c(-c3ccccc3)c2C#N)nnc1-c1cc(OC)cc(OC)c1,-16.4

# More entries.
molecule	NR1D1 modulator
COc1cc(Cl)c(C)cc1NC(=O)CSc1ccc(C)cc1	6.8
C[C@@H]1CC2C3CCC4=CC(=O)C=C[C@]4(C)[C@@]3(F)[C@@H](O)C[C@]2(C)[C@H]1C(=O)CO (some centres undefined)	0.6
CC(Cl)C(=O)c1c(N)n(C)c(=O)n(C)c1=O (centres undefined)	1.2
CCOc1cccc(C(=O)N(Cc2ccc(F)cc2)C2CCS(=O)(=O)C2)c1 (centres undefined)	3.1
CCSc1nnc(-c2ccccc2N)c(=O)[nH]1	5.1
COc1ccc(CN(CCN(C)C)c2ncccn2)cc1	-4.7
COc1ccc(-c2cc(C(=O)Nc3cc(OC)c(OC)c(OC)c3)no2)cc1OC	-0.3
Nc1nc(N)c2nc(CNc3ccc(C(=O)NC(CCC(=O)O)C(=O)O)cc3)cnc2n1 (centres undefined)	-10.6
COc1ccc(NS(=O)(=O)c2ccc3c(c2)CCC(=O)N3)c(OC)c1	0.4
CC1CC(=O)N(CC(=O)N2CCCC2)c2ccccc2S1 (centres undefined)	2.1
O=C(O)CN(CCN(CC(=O)O)CC(=O)O)CCN(CC(=O)O)CC(=O)O	-3.1
CCCCCCCCCCC[C@@H](C[C@H]1OC(=O)[C@H]1CCCCCC)OC(=O)[C@@H](CC(C)C)NC=O	-6.5
Cn1c(SCC(=O)NCc2ccc3c(c2)OCO3)nnc1-c1c[nH]c2ccccc12	-4.5
Cc1c[nH]c2ccccc12	5.1
O[C@@H](COc1cccc2ncccc12)CN1CCN(C2c3ccccc3[C@@H]3[C@H](c4ccccc42)C3(F)F)CC1 (some centres undefined)	-1.6
COc1ccc(OCC(=O)c2c(O)c3ccccc3oc2=O)cc1	0.1
CCc1cccc(Oc2nn[nH]n2)c1	0.2
CCn1c(SCC(=O)N2c3ccccc3CCc3ccccc32)nnc1-c1ccc(OC)cc1	-6.8
CN1CCN(CC(=O)N2c3ccccc3C(=O)Nc3cccnc32)CC1	-0.9
Cn1cccc1Cc1nnc(SCC(=O)Nc2nc3ccccc3s2)n1CCc1ccccc1	6.7
Cc1noc(C)c1CSc1nnc2ccc3ccccc3n12	0.4
c1ccc(COCCN2CCN(CCOCc3ccccc3)CC2)cc1	-1.3
CCN1CCN(Cc2cccc(Oc3ccccc3)c2)CC1	-1.6
CO[C@H]1/C=C/O[C@@]2(C)Oc3c(C)c(O)c4c(O)c(c(C=NN5CCN(C)CC5)c(O)c4c3C2=O)NC(=O)/C(C)=C\C=C\C(C)[C@H](O)[C@@H](C)[C@@H](O)[C@@H](C)[C@@H](OC(C)=O)[C@@H]1C (some centres undefined)	-2.4
O=C(Nc1cccc(NC(=O)c2cccnc2)c1)c1cccnc1	-1.2
COc1ccc(/C=C/C(=O)NCc2cn(C)nc2C)cc1COc1ccc(Cl)cc1Br	2.7
Cc1sc(NC(=O)c2ccco2)nc1-c1ccc2c(c1)CC(C)N2C(=O)C1CC1 (centres undefined)	-1.0
CN(C)CCCO[C@@H]1[C@H]2OC(C)(C)O[C@H]2O[C@@H]1C(O)CO (some centres undefined)	-5.0
CCn1c(=N)n(CC(=O)c2ccc(OC)c(OC)c2)c2ccccc21	-4.6
NCC1CCC(C(=O)O)CC1 (centres undefined)	-0.3
O=C(Nc1ccc2c(c1)OCO2)c1cc2nc(C3CC3)cc(C(F)(F)F)n2n1	3.3
CCOc1nc2cccc(C(=O)OC(C)OC(=O)OC3CCCCC3)c2n1Cc1ccc(-c2ccccc2-c2nn[nH]n2)cc1 (centres undefined)	-3.7
COc1ccc(C(=O)Nc2ccccc2CCC2CCCCN2C)cc1 (centres undefined)	4.8
N[C@@H](CSCCCO)C(=O)O	-4.4
O=C(CCC(=O)OCCCC(F)(F)C(F)(F)F)NC1CCCCC1	-1.6
Cc1cc(=O)oc2cc(OCC3CC(c4ccccc4)=NO3)ccc12 (centres undefined)	-0.7
COC(=O)Nc1c(C)nn(Cc2ccccc2C)c1C	5.2
O=c1[nH]n(-c2ccccc2)c(=O)c(Cl)c1Cl	3.4
COc1ccc(OC)c(C2=NOC(C(=O)NCC3CCCO3)C2)c1 (centres undefined)	-6.1
CCOC(=O)CSc1nc2cc(C(=O)NCc3ccco3)ccc2c(=O)n1C1CCCCC1	4.0
C=C(c1ccc(C(=O)O)cc1)c1cc2c(cc1C)C(C)(C)CCC2(C)C	1.8
Cc1cc(-n2c(=O)[nH]c(=O)n(C)c2=O)ccc1Oc1ccc(SC(F)(F)F)cc1	0.4
C[C@H]1OC(n2cc(F)c(=O)[nH]c2=O)[C@H](O)[C@@H]1O (some centres undefined)	-2.8
CCC(=O)Oc1ccc2c(c1)CCC1C2CC[C@@]2(C)C1CC[C@@H]2OC(=O)CC (some centres undefined)	-3.1
CC(C)CNC(=O)c1cc(-c2ccc(Cl)c(Cl)c2)on1	0.0

# An excerpt from above in order of their number in NR1D1 modulator, falling.
molecule	NR1D1 modulator
CCOC(=O)CSc1nc2cc(C(=O)NCc3ccco3)ccc2c(=O)n1C1CCCCC1	4.0
Cc1cc(-n2c(=O)[nH]c(=O)n(C)c2=O)ccc1Oc1ccc(SC(F)(F)F)cc1	0.4
Cc1cc(=O)oc2cc(OCC3CC(c4ccccc4)=NO3)ccc12 (centres undefined)	-0.7
O=C(CCC(=O)OCCCC(F)(F)C(F)(F)F)NC1CCCCC1	-1.6
N[C@@H](CSCCCO)C(=O)O	-4.4

# Additional results follow.
molecule	NR1D1 modulator
O=C(O)c1ccc(S(=O)(=O)N(Cl)Cl)cc1	2.5
C1=C(CCNCC2CC2)CCCC1	2.5
CCCc1nc2c(nnn2Cc2ccccc2)c(=O)[nH]1	-1.0
O=C(Nc1cccc2ccccc12)c1cn(-c2ccccc2)nc1-c1cccs1	-2.2
CCCc1cc(C(=O)OC)c(NC(=O)OCC)s1	-2.5
COc1ccc(C2Sc3ccccc3N(CCN(C)C)C(=O)C2OC(C)=O)cc1 (centres undefined)	-5.7
c1ccc(-c2noc(-c3cccs3)n2)nc1	-0.7
CN1C(=O)OC(C)(C)C1=O	-6.1
CC(C)c1cc2c(cc1S(=O)(=O)O)[C@@]1(C)CCC[C@@](C)(C(=O)O)[C@@H]1CC2	-4.0
O=C(c1noc2c1CCCCC2)N1CCOCC1	2.1
O=C(CN1C(=O)COc2ccccc21)N1CCCc2ccccc21	2.0
O=C(Cn1cnnn1)N[C@@H]1C(=O)N2C(C(=O)O)=C(CSc3nncs3)CS[C@H]12	-7.1
Cc1ccc(S(=O)(=O)Cc2sc3ccccc3[n+]2C)cc1	5.7
CC(c1cc2ccccc2s1)N(O)C(N)=O (centres undefined)	-6.2
O=C(OOC(=O)c1ccccc1)c1ccccc1	-7.4
COc1ccc(N(CC(=O)NCCSCc2c(F)cccc2Cl)S(C)(=O)=O)cc1OC	-0.2
OC[C@H]1O[C@H](O)C[C@@H](O)[C@@H]1O	4.0
C[C@@H](O)[C@H]1C(=O)N2C(C(=O)O)=C(S[C@@H]3CN[C@H](CNS(N)(=O)=O)C3)[C@H](C)[C@H]12	3.1
Cc1[nH]c2ccccc2c1C(=O)Cn1c(=O)oc2ccccc21	1.4
CC1(C)O[C@@H]2CC3C4C[C@H](F)C5=CC(=O)CC[C@]5(C)C4[C@@H](O)C[C@]3(C)[C@]2(C(=O)CO)O1 (some centres undefined)	-3.8
NC(=O)c1cc[n+](CC2=C(C(=O)O)N3C(=O)[C@@H](NC(=O)Cc4cccs4)[C@H]3SC2)cc1	-1.7
CCCCN=c1scc(-c2ccc3c(c2)NC(=O)CO3)n1N=C1CCCC1	-4.6
CCOc1ccc(OCC)c(NC(=O)Cn2cccc2)c1	0.5

# The list is partial, so the mix of outcomes need not match the whole.
